UHRF1 binding: blocks human UHRF1 binding to methylated DNA; UHRF1 binding to methylated oligo, TR-FRET; inhibition, % at 4.4 µM; hit rate 0.75% among 370,000; AID 687016; in the data active = inhibition above about 21%;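 also: UHRF1 SRA domain binding a hemimethylated CpG hairpin DNA probe; 0% = median of test compound wells and 100% = reference inhibitor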
MBD2 inh: inhibitors of human MBD2 binding to methylated oligonucleotide; Q9UBB5; TR-FRET; inhibition, % at 4.4 µM; hit rate 0.31% among 370,000; AID 686964; in the data active = inhibition above about 13%
Target sequence (Q9UBB5 whole entry, looked up): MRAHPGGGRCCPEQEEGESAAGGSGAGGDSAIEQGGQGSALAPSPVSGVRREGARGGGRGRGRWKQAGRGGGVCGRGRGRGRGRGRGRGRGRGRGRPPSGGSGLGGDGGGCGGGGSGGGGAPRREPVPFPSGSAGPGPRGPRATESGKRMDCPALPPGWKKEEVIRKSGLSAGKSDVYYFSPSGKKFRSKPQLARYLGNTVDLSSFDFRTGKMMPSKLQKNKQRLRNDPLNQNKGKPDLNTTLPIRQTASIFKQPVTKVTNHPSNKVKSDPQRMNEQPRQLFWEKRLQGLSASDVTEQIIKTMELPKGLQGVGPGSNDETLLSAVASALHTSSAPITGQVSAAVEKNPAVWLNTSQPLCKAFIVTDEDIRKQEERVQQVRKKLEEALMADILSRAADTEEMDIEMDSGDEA
PRMT1 FP inh: PRMT1 (human) inhibition, primary screen. Q99873. recombinant PRMT1, activity-based probe fluorescence polarization. inhibition, % at 2.79 µM. hit rate 1.3% among 370,000. AID 652257;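 active = inhibition above about 21% made by adding two undisclosed values, limit read from the data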
TDP2 absorb: blocks human TDP2 phosphodiesterase activity. recombinant TDP2, T5PNP hydrolysis, p-nitrophenol absorbance 415 nm. O95551. hit rate 0.34% among 370,000. inhibition, % at 12.8 µM;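 active = inhibition above the mean of all tested compounds plus 3 SD, set per campaign, cut at about 25% in these data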;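 also: 0% = DMSO with enzyme and 100% = buffer with substrate but no TDP2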
Target sequence (O95551 whole entry, looked up): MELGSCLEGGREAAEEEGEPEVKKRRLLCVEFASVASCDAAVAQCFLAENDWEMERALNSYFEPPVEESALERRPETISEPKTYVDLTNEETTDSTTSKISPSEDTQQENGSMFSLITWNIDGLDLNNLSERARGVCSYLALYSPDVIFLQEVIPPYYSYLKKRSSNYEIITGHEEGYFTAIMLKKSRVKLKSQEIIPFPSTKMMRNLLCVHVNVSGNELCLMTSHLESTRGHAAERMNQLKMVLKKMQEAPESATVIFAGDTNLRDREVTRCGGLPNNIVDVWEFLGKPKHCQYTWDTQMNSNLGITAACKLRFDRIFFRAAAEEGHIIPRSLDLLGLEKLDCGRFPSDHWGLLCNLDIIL
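Assay system: Recombinant human TDP2 | Quantity: 120 nM TDP2 per well | Incubation: 2 h at 37 °C | Signal: Epi absorbance | Evaluation: Percent inhibition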
TCR-CD3 inh: blocks the human TCR-CD3 interaction; TAMRA-labeled TCR probe fluorescence, biochemical; inhibition, % at 9.4 µM; hit rate 0.37% among 360,000; in the data active = inhibition above about 19%;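 also: recombinant mutant TCR 2C K166C tagged with TAMRA read by polarization; 0% = receptor in buffer alone and 100% = receptor with positive control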
SIAE inh: inhibitors of human sialic acid acetylesterase SIAE; Q9HAT2; hit rate 0.69% among 370,000; SIAE FP-Rh probe binding, fluorescence polarization; inhibition, % at 9.66 µM; AID 1053197;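 active = inhibition above a cutoff: mean of compounds within the control limits plus 3 SD of those, cut at about 17% in these data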;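 also: 0% = plate median of compound wells and 100% = probe without SIAE protein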
proKLK7 act: activates the human kallikrein-7 zymogen; purified proKLK7, EDANS-DABCYL substrate fluorescence; 100% is mature enzyme control, 0% vehicle; activation, % at 7 µM; hit rate 0.9% among 370,000; AID 652039;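 active = activation above the mean of all tested compounds plus 3 SD, computed per campaign excluding outliers beyond control limits, cut at about 13% in these data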
Target sequence (P49862 whole entry, looked up): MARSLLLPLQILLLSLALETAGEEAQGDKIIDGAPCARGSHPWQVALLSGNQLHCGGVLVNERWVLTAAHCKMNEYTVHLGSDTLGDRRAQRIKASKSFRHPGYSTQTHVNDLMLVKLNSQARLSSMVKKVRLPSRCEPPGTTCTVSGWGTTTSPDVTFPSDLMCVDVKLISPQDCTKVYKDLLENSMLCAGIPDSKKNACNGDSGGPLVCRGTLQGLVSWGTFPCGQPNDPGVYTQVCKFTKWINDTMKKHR
DDE Tn6 FP inh: inhibitors of Tn6 peptide binding to human fibrin DD(E); P02675; Fibrin DD(E) TRITC-Tn6 fluorescence polarization displacement; inhibition, % at 8.3 µM; hit rate 0.21% among 370,000;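 active = inhibition above a per-campaign cutoff: mean of compounds within control limits plus 3 SD, cut at about 15% in these data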;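 also: 0% = median of all compound wells on the plate and 100% = blocking peptide control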
LEDGF integ inh: blocks HIV-1 LEDGF/p75-dependent DNA integration. TR-FRET IN-LEDGF/p75 DNA integration, Eu/Cy5. inhibition, % at 3.7 µM. hit rate 0.64% among 370,000. AID 743269;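 active = inhibition above the screen-wide mean plus 3 SD, cut at about 13% in these data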;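 also: signal is the Cy5 over europium emission ratio at 671 and 618 nm; 0% = plate median of compound wells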
Tn7 DDE FP: DD(E)-Tn7 binding inhibition, primary FP screen; P02675; FP displacement of FITC-Tn7 peptide from fibrin DD(E); 0% = median of compound wells per plate; inhibition, % at 8.3 µM; hit rate 0.13% among 370,000;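 active = inhibition above the mean of compounds falling within the control limits plus 3 SD of them, cut at about 14% in these data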;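 also: 0% = plate median of compound wells and 100% = 10 µM Aha-Tn7 peptide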
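System: human fibrin DD(E); quantity: Fibrin-DD(E) at 2 µM final; also added: fluorescent Tn7 probe at 0.1 µM; compound dosing: single nominal test concentration of 8.3 µM per compound; schedule: 10 min preincubation, 3 h with tracer, room temperature; detection: fluorescence polarization of the labelled Tn7 tracer; repeats: one replicate per compound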
Numbers without * were called inactive; . = no result given.

SMILES	UHRF1 binding	MBD2 inh	PRMT1 FP inh	TDP2 absorb	TCR-CD3 inh	SIAE inh	proKLK7 act	DDE Tn6 FP inh	LEDGF integ inh	Tn7 DDE FP
O=C(NCCCN1CCOCC1)c1ccccc1N1C(=O)[C@@H]2Cc3c([nH]c4ccccc34)C(c3ccc(F)cc3)N2C1=O (some centres not stated)	-3	2	1	8	0	11	0.3	3	-3	6
NC(=O)c1ccc(NC(=O)CN2CCN(c3ccccc3)CC2)cc1	4	0	1	-9	-6	-1	0.0	3	-4	6
Cc1cc(C)n(C(=O)CNC(=O)C(c2ccccc2)c2ccccc2)n1	0	5	3	2	6	0	0.3	-9	2	-4
COc1ccc(S(=O)(=O)Nc2ccc3c(c2)OCO3)cc1C(=O)O	4	3	1	2	-2	-4	-0.7	3	-2	-6
CN=C(Nc1cc(C)nn1CCC#N)c1ccc(F)cc1	0	0	0	5	5	11	0.6	5	-1	-9
O=C(N[C@H]1CC[C@H](CC(=O)N2CCCCC2)O[C@@H]1CO)c1cccc(F)c1	1	1	-2	-16	2	-2	-0.2	8	3	-14
COc1ccc(C(=O)NCCSCc2ccccc2Cl)cc1OC	0	1	-2	10	5	4	0.1	6	0	0
CC(=O)OCC1CCCC2=C(C)C(=O)CCC21COC(C)=O (configuration not stated)	6	-3	3	-13	3	0	0.0	-1	3	0
N#CC1=C(N)Oc2c(ccc3cccnc23)C1c1ccccc1 (configuration not stated)	2	3	1	-10	-6	3	-5.4	2	-8	4
CCCn1c(SCc2ccccn2)nc2c1c(=O)n(C)c(=O)n2C	0	-3	0	10	3	-4	0.1	2	0	12
Cc1ccc(S(=O)(=O)NNc2nnc(C)c(=O)[nH]2)cc1	1	3	1	-4	4	9	-0.6	-2	0	4
CCc1ccccc1NC(=O)CN1CCN(C(=O)CNC(=O)Cc2cccc3ccccc23)CC1	-2	-1	-4	4	2	7	-0.2	-1	0	12
Cc1cc(C)c(C(=O)COC(=O)c2cccc(S(=O)(=O)N3CCOCC3)c2)cc1C	15	10	-10	-8	-4	-7	0.0	-13	7	-3
CC(C)CN(C(=O)c1ccc(S(=O)(=O)N2CCOCC2)cc1)C1CCS(=O)(=O)C1 (configuration not stated)	2	4	2	2	-7	1	-0.2	5	0	8
O=C(COC(=O)CCCOc1ccccc1)NNC(=O)c1ccc([N+](=O)[O-])cc1	-2	-2	1	3	-3	-5	0.3	1	1	-2
CC(=O)CSc1nnc(CSc2ncccn2)n1C1CCCCC1	1	2	2	10	6	24*	0.2	0	-5	8
COc1ccccc1NC(=O)c1oc2ccccc2c1C	-1	-1	2	-1	2	-10	0.9	-8	-2	3
CCOC(=O)C1=C(O)/C(=C\c2cccc(OC)c2)N=C1C	-2	-4	-1	-1	0	1	0.5	-12	-4	3
CCOC(=O)C1=C(COC(=O)C(CC)Oc2ccccc2)NC(=O)NC1C (configuration not stated)	1	2	0	18	5	0	0.6	4	2	-3
COc1cccc(N2CC(NC(=O)C(=O)c3c(C)[nH]c4ccccc34)CC2=O)c1 (configuration not stated)	0	-2	-4	-4	5	4	0.5	7	0	4
CC1CC(C)CN(C(=O)Cn2c(SCC(=O)N3CCc4ccccc4C3)nc3ccccc32)C1 (configuration not stated)	1	3	-2	-2	-2	-5	-0.7	-3	1	-1
CCCOc1cccc(-c2nc3ccccc3c(=O)o2)c1	0	-6	3	6	10	-6	-0.5	-2	0	1
O=C(COc1ccc(-n2cnnn2)cc1)Nc1ccccc1OC(F)F	-2	-2	-4	1	1	1	0.3	-1	1	10
CCCc1cc(=O)oc2c(CN3CCN(C)CC3)c(O)c(Cl)cc12	-2	-1	0	-9	5	1	60*	13	-5	3
Cc1ccc(NC(=O)CCC(=O)NNC(=O)COc2cccc3ccccc23)c(C)c1	1	3	2	-1	1	-6	-0.5	-5	5	0
SMILES	UHRF1 binding	MBD2 inh	PRMT1 FP inh	TDP2 absorb	TCR-CD3 inh	SIAE inh	proKLK7 act	DDE Tn6 FP inh	LEDGF integ inh	Tn7 DDE FP
O=C1Nc2ccccc2C12OCCO2	.	4	1	5	2	4	0.3	1	3	-4
CC(C)(C)c1ccc(C(=O)O/N=C(\N)Cc2cccs2)cc1	-2	2	0	1	0	-1	-0.1	2	0	1
CCOc1ccc(Nc2nc(N3CCOCC3)nc(N3CCOCC3)n2)cc1	-3	-7	-4	11	2	4	0.3	3	0	2
CC(=O)COc1ncnc2c(Cl)cc(Cl)cc12	-2	3	-4	5	9	-1	0.4	5	-4	4
O=C(CSc1cnc2ccccc2n1)NC1CCCC1	1	4	4	-13	6	-1	-0.3	10	-4	-1
CCOC(=O)c1ccc(COC(=O)CNS(=O)(=O)c2ccccc2)cc1	-1	3	-5	-4	7	8	-0.9	5	3	1
CCN(C(=O)COC(=O)/C=C/c1c(C)nn(Cc2ccc(C)cc2)c1C)C1CCS(=O)(=O)C1 (configuration not stated)	-3	1	-1	-4	5	5	-0.4	0	-1	0
CC(=O)N1CCN(c2ccc(NC(=O)c3ccc(Cl)cc3)cc2)CC1	-5	1	0	0	-6	11	0.8	-1	0	5
Cc1ccc(C(=O)OCC(=O)c2ccc(CC(=O)N3CCOCC3)s2)cc1C	2	-1	2	0	-3	-4	0.4	-1	7	-6
COc1ccccc1CN1CCNC(=O)C1CC(=O)NCCOc1cccnc1 (configuration not stated)	4	0	-1	-4	5	-1	0.1	-1	0	-1
CCCC(C)C(=O)Nc1nc(C)c(-c2csc(Nc3cc(Cl)ccc3C)n2)s1 (configuration not stated)	-1	-1	3	4	-11	-5	0.5	4	3	10
Cc1cccc(C)c1NC(=O)COC(=O)c1nonc1N	1	0	-2	6	2	15	0.8	0	0	-4
C=C(C)CN1C(=O)C2(OCCO2)c2ccccc21	2	-4	-3	-13	-8	3	0.1	4	3	-8
CCN(CCCNC(=O)CCCCn1c(=O)[nH]c2ccccc2c1=O)c1ccccc1	6	-4	2	-1	-6	11	0.0	-1	-3	6
COc1cccc(CNn2cnnc2)c1O	0	-4	2	-3	5	-1	0.2	-7	3	-2
C=CCN(C(=O)c1csnn1)C(C(=O)NCc1ccccc1)c1cccs1 (configuration not stated)	-1	2	1	-13	3	-2	-0.3	5	0	-4
Cc1nn(Cc2ccc(C(=O)n3cccn3)o2)c(C)c1Br	-1	-2	-1	-1	1	-3	-0.5	3	0	6
COc1ccc(C2CC(C(F)(F)F)n3nc(CO)c(Cl)c3N2)cc1OC (configuration not stated)	0	3	2	-1	-4	-1	-0.2	1	-5	6
COc1ccccc1NC(=O)CCN1C(=O)C2CC=CCC2C1=O (configuration not stated)	2	-1	3	5	-10	0	0.2	5	-2	9
CCOc1ccccc1CNC(=O)C1CCN(c2nnc(C)c3c(C)n(-c4ccc(C)cc4)nc23)CC1	-1	-4	-3	-4	5	-1	-5.0	-2	1	-4
Cc1cc(N2C(=O)C(=O)/C(=C(/O)c3ccc(F)cc3)C2c2ccc(F)cc2)no1 (configuration not stated)	0	-5	1	10	1	7	-0.1	-3	4	-10
O=C(NC1CCCCC1)c1ccc(S(=O)(=O)N2CCCCC2)cc1	6	1	-4	-15	-8	6	1.1	5	-1	0
O=C(Nc1ccc(CSc2ccccc2)cc1)c1ccccc1	4	3	1	6	-3	2	-0.3	0	-1	3
O=C(COC(=O)c1ccc(-c2cnc3ccccc3n2)cc1)c1ccccc1	2	4	-4	2	6	-4	-0.3	-2	0	9
COc1ccccc1C(=O)OCC(=O)Nc1cccc(S(=O)(=O)NC2=NCCCCC2)c1	4	-4	-2	-2	-7	3	-0.4	1	-2	-1

For reference, 7 of the compounds above.
SMILES	UHRF1 binding	MBD2 inh	PRMT1 FP inh	TDP2 absorb	TCR-CD3 inh	SIAE inh	proKLK7 act	DDE Tn6 FP inh	LEDGF integ inh	Tn7 DDE FP
COc1ccccc1NC(=O)CCN1C(=O)C2CC=CCC2C1=O (configuration not stated)	2	-1	3	5	-10	0	0.2	5	-2	9
CCOc1ccccc1CNC(=O)C1CCN(c2nnc(C)c3c(C)n(-c4ccc(C)cc4)nc23)CC1	-1	-4	-3	-4	5	-1	-5.0	-2	1	-4
Cc1cc(N2C(=O)C(=O)/C(=C(/O)c3ccc(F)cc3)C2c2ccc(F)cc2)no1 (configuration not stated)	0	-5	1	10	1	7	-0.1	-3	4	-10
O=C(NC1CCCCC1)c1ccc(S(=O)(=O)N2CCCCC2)cc1	6	1	-4	-15	-8	6	1.1	5	-1	0
O=C(Nc1ccc(CSc2ccccc2)cc1)c1ccccc1	4	3	1	6	-3	2	-0.3	0	-1	3
O=C(COC(=O)c1ccc(-c2cnc3ccccc3n2)cc1)c1ccccc1	2	4	-4	2	6	-4	-0.3	-2	0	9
COc1ccccc1C(=O)OCC(=O)Nc1cccc(S(=O)(=O)NC2=NCCCCC2)c1	4	-4	-2	-2	-7	3	-0.4	1	-2	-1

Next compounds follow:
SMILES	UHRF1 binding	MBD2 inh	PRMT1 FP inh	TDP2 absorb	TCR-CD3 inh	SIAE inh	proKLK7 act	DDE Tn6 FP inh	LEDGF integ inh	Tn7 DDE FP
O=C(NCCc1ccc(F)cc1)c1ccc(S(=O)(=O)N2CCCC2)cc1	-4	3	-1	0	-1	-6	-0.3	8	-2	0
CCOc1ccc(NC(=O)Nc2ccccc2SC)cc1	1	-4	-2	-1	6	2	-0.3	-5	3	0
N#CCSc1nn(-c2ccc(F)cc2)c(=S)s1	-2	4	0	6	2	-8	0.0	-3	0	2
Cc1ccsc1/C=N/NC(=O)c1cccc(S(=O)(=O)Nc2ccccc2Cl)c1	-1	1	-3	6	-2	-11	-0.3	6	0	7
CCCn1nnc2c(=O)oc3ccccc3c21	-2	2	-3	5	2	-3	0.0	-3	0	5
O=C(NCCCn1ccnc1)c1ccccc1Br	1	-6	1	6	5	13	-0.6	2	-1	6
O=C(CSc1n[nH]c(=O)n1C1CC1)Nc1ccc(Cl)cc1Cl	-5	-4	-2	5	3	-8	0.1	5	-1	3
Cc1ccc(S(=O)(=O)N2CCCC2C(=O)N2CCCCCC2)cc1 (configuration not stated)	2	-5	-9	4	9	-2	-0.5	6	-1	4
O=C(CN1CCN(c2nc(-c3ccccc3)cs2)CC1)Nc1ccc2c(c1)OCO2	-3	1	0	2	4	10	0.3	7	-2	3
O=C(/C=C/c1cccc(Br)c1)NCc1ccncc1	3	1	1	16	1	-10	-0.1	0	3	-9
Cc1cccc(C(=O)OC2CCCN(C)C2)c1C (configuration not stated)	-1	1	0	0	7	-4	-0.5	6	5	-9
Cc1ccc(OCCSc2nc(N)cc(N)n2)cc1	-1	3	0	-8	2	0	-0.2	13	-3	2
Cc1cccc(NC(=O)C(=O)NCCCc2ccccc2)c1	2	4	2	-5	0	1	0.6	-6	-12	1
C=CCN1CC(c2nc3ccccc3n2CCOc2ccccc2)CC1=O (configuration not stated)	1	2	2	0	-6	-2	-0.2	0	2	7
O=C(Nc1ccc(-c2nc3ccccc3[nH]2)cc1)C1CCCO1 (configuration not stated)	-1	-1	-2	-7	8	-9	0.1	-2	-1	-1
Cc1ccc(/C=N/NC(=O)CCSc2ccccc2)cc1	-4	-7	-4	9	5	8	-0.2	-3	0	-3
Cc1ccc(SCC(=O)N(C)C2CCS(=O)(=O)C2)c(C)c1 (configuration not stated)	6	7	6	-1	-15	-3	-0.2	-6	0	2
CN(Cc1ccc2nsnc2c1)C(=O)C1CCC(=O)N(CCc2ccccc2)C1 (configuration not stated)	2	5	1	7	2	5	-0.2	3	3	0

Screens from PubChem BioAssay.
